Screens as filed in PubChem BioAssay.
Xi reactivation: activators of X-chromosome reactivation in mouse fibroblasts | XiGFP mouse fibroblasts, % GFP-positive cells imaging, 3 d; cells co-treated with 5-aza-dC sensitizer; scaled so ellipticine positive control = 100% | activation, % at 7.58 µM | 0.055% of 360,000 active;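 active means mean normalized replicate activation at least 10% and every replicate at or above 10%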;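 further: 0% = median of on-plate neutral control wells and 100% = ellipticine 6 µM median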
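Assay system: SV40-immortalized XiGFP fibroblast cells, line 68-5-11; buffer or medium: DMEM plus 5-aza-dC sensitizer; compound: one concentration, pinned; timing: compounds 3 days, fix/stain 15 min at room temperature; benchmarks: positive control ellipticine, 6 µM final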
ERAP1 inh: ERAP1 (human) enzyme inhibition; Q9NZ08; recombinant ERAP1, Leu-AMC fluorescence, 60 min; inhibition, % at 10.7 µM; 0.15% of 340,000 active; AID 652197;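 active means mean replicate inhibition of at least 30%, or all replicates individually reaching that 30% level; inactive means mean below 30% and not every replicate reaching it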;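 further: 0% = neutral control wells and 100% = L-leucinethiol positive control wells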
GSIS activator: primary screen for activators of insulin secretion dependent on glucose, INS-1E cells, GLuc reporter luminescence | INS-1E GLuc reporter insulin secretion, 2-3 h | activation, % at 16.6 µM | 0.61% of 370,000 active;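 active means lowest replicate activation of at least 40%, so every replicate reaches that level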;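 further: 0% = median of neutral control wells and 100% = median of IBMX positive control wells; some compounds called inactive have numbers as strong as hits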
RAD54 branch: inhibitors of human RAD54 branch migration. RAD54 Holliday junction branch migration, FAM/BHQ fluorescence. inhibition, % at 10.4 µM. 0.14% of 360,000 active. AID 602329;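 active means mean normalized replicate activity at least 40 and at least half of replicates scoring 40 or more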;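 further: 0% = median of neutral control wells and 100% = median of positive control wells; inhibitors cause a drop in the FAM fluorescence signal; in these data hits start at about 50%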
esBAF inh: SWI/SNF esBAF complex inhibition. mouse ES cells, Bmi1-luciferase knock-in reporter, 24 h; 100% = twice the neutral-well signal. 2% of 350,000 active. reporter increase, % at 12.5 µM; in the data active means activation above about 40%;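 further: 0% = median of the plate's neutral control wells and 100% = double that signal; a rise in the Bmi1 reporter signal indicates esBAF inhibition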
RAD52 inh: inhibitors of human RAD52 DNA annealing; P43351; recombinant RAD52 DNA annealing, FRET fluorescence; inhibition, % at 18.7 µM; 0.46% of 360,000 active; AID 651710;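 active means every replicate showing at least 50% inhibition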
Target sequence (P43351 whole entry, looked up): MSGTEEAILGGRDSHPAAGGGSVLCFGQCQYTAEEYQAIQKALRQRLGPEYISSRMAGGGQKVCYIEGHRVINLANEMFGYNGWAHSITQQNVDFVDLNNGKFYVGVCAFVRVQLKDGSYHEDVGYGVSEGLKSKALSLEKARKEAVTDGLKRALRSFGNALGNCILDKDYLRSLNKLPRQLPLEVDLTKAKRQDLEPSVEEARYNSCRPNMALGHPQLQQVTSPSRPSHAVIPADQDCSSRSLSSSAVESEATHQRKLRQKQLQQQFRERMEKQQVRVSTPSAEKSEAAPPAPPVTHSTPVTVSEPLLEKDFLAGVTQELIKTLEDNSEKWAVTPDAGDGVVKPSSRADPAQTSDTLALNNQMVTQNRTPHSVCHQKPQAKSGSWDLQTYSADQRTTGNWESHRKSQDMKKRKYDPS
CFTR F508del cor: correctors of CFTR F508del function in bronchial epithelial cells. CFBE cells, YFP halide quenching; stimulated with forskolin plus potentiator P3; % fluorescence drop versus neutral controls. activity (quench increase), % at 7.58 µM. 0.36% of 350,000 active. AID 720511;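 active means mean added fluorescence quench of at least 8% versus neutral control, with both replicates also reaching 8%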;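 further: cells transiently co-express mutant CFTR-F508del with the halide-sensitive YFP; corrector assay measuring rescue of mutant channel to the surface after 24 h compound exposure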
ARNT-TACC3 inh: ARNT/TACC3 interaction disruption; 0.66% of 390,000 active; AlphaScreen His-ARNT PAS-B/GST-TACC3 binding, luminescence; TACC3 fragment carries E629A point mutation; Q9Y6A5; inhibition, % at 9.99 µM;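 active means mean inhibition of replicates at least 50% and at least half of replicates each reaching 50%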;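 further: 0% = complete ARNT plus TACC3 wells and 100% = ARNT alone without TACC3; many hits fall short of the cut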
Active calls of the source: *; & = joins results of further samples.

What do the screens show for `CSc1cccc(NC(=O)c2nnn(CC(=O)Nc3cc(C)cc(C)c3)c2N)c1`?
Xi reactivation: 0.0; ERAP1 inh: 3; GSIS activator: 6; RAD54 branch: -2; esBAF inh: -8; RAD52 inh: -11; CFTR F508del cor: -0.5; ARNT-TACC3 inh: -2

Results for CNc1cc(-c2c(OC)cccc2OC)ncn1 ?
Xi reactivation: 0.2; ERAP1 inh: -2; GSIS activator: 5; RAD54 branch: -9; esBAF inh: 3; RAD52 inh: -2; CFTR F508del cor: -2.2

How did Cc1ccc(S(=O)(=O)Nc2ccc3c(c2)C(=O)N([C@@H](C)CO)C[C@H](C)[C@@H](CN(C)C(=O)NC(C)C)OCCCC[C@@H](C)O3)cc1 do in these assays?
Xi reactivation: 0.0; ERAP1 inh: -2; GSIS activator: -20; RAD52 inh: -22; CFTR F508del cor: 0.2

Results for CCc1ccc(C(C)NC(=O)c2cccs2)cc1 (configuration not stated) ?
Xi reactivation: -0.1; ERAP1 inh: -1; GSIS activator: -6; RAD54 branch: 6; esBAF inh: 6; RAD52 inh: 1; CFTR F508del cor: 0.0; ARNT-TACC3 inh: 7

Results for COCC#Cc1cnc2c(c1)C(=O)N([C@H](C)CO)C[C@@H](C)[C@@H](CN(C)C(=O)Cc1ccccc1)O2 ?
Xi reactivation: 0.2; ERAP1 inh: -6; GSIS activator: 8; RAD54 branch: 1; esBAF inh: 4; RAD52 inh: 1; CFTR F508del cor: -0.1; ARNT-TACC3 inh: -5

What do the screens show for `COc1ccc(C(=O)C[n+]2cccc3cc(C)ccc32)cc1`?
Xi reactivation: 0.0; ERAP1 inh: -3; GSIS activator: 3; RAD54 branch: -5; esBAF inh: 4; RAD52 inh: -20; CFTR F508del cor: 1.5; ARNT-TACC3 inh: 17

Results for COC(=O)c1cc2c(c3c4cc(OC)ccc4n(S(=O)(=O)c4ccc(F)cc4)c13)C(=O)N(CC(C)C)C2 ?
Xi reactivation: 0.1; ERAP1 inh: -2; RAD52 inh: -28; CFTR F508del cor: -1.9

Results for Cn1c(=O)c2c(nc(N/N=C/c3cccs3)n2C)n(C)c1=O ?
Xi reactivation: 0.0; RAD54 branch: -9; RAD52 inh: 7; CFTR F508del cor: -0.4; ARNT-TACC3 inh: 5

Results for CCOC(=O)/C(=C\C=C1/Sc2ccccc2N1CC)C(C)=O ?
Xi reactivation: 0.5; ERAP1 inh: 14; GSIS activator: -23; RAD54 branch: -164; RAD52 inh: inactive; ARNT-TACC3 inh: -19

Results for CCOc1ccccc1O[C@H](c1ccccc1)[C@H]1CNCCO1 ?
Xi reactivation: 0.1; ERAP1 inh: -2; RAD54 branch: 2; esBAF inh: 0; RAD52 inh: 5; CFTR F508del cor: 3.5; ARNT-TACC3 inh: 3

Next section, starting with the last three of the part before.
Results for Cn1c(=O)c2c(nc(N/N=C/c3cccs3)n2C)n(C)c1=O ?
Xi reactivation: 0.0; RAD54 branch: -9; RAD52 inh: 7; CFTR F508del cor: -0.4; ARNT-TACC3 inh: 5

Results for CCOC(=O)/C(=C\C=C1/Sc2ccccc2N1CC)C(C)=O ?
Xi reactivation: 0.5; ERAP1 inh: 14; GSIS activator: -23; RAD54 branch: -164; RAD52 inh: inactive; ARNT-TACC3 inh: -19

Results for CCOc1ccccc1O[C@H](c1ccccc1)[C@H]1CNCCO1 ?
Xi reactivation: 0.1; ERAP1 inh: -2; RAD54 branch: 2; esBAF inh: 0; RAD52 inh: 5; CFTR F508del cor: 3.5; ARNT-TACC3 inh: 3

What do the screens show for `COCCN(C(=O)c1cc2c(s1)CCCCC2)c1c(N)n(Cc2ccccc2)c(=O)[nH]c1=O`?
Xi reactivation: -0.1; ERAP1 inh: -3; GSIS activator: -6; RAD54 branch: -5; esBAF inh: -2; RAD52 inh: -16; CFTR F508del cor: 2.4; ARNT-TACC3 inh: -6

How did C[C@@H]1CCCCO[C@H](CN(C)S(C)(=O)=O)[C@@H](C)CN([C@@H](C)CO)C(=O)c2cc(NC(=O)Nc3ccc(F)cc3)ccc2O1 do in these assays?
Xi reactivation: 0.0; GSIS activator: -4; RAD54 branch: -7; esBAF inh: 3; CFTR F508del cor: 0.0; ARNT-TACC3 inh: -3

How did COc1cccc(NC(=O)CN(C)CC(=O)c2c(C)[nH]c3ccccc23)c1 do in these assays?
Xi reactivation: 0.0; ERAP1 inh: 1; GSIS activator: -21; RAD54 branch: 6; esBAF inh: 18; RAD52 inh: -24; CFTR F508del cor: -0.7; ARNT-TACC3 inh: -1

Results for C=CCNC(=O)C1CCN(C(=O)c2ccc(-c3ccccc3)cc2)CC1 ?
Xi reactivation: -0.1; ERAP1 inh: 3; RAD54 branch: 2; esBAF inh: -5; RAD52 inh: -4; CFTR F508del cor: 0.9; ARNT-TACC3 inh: -2

Results for CCC(C)(C)NC(=O)CN(Cc1ccc(F)cc1)C(=O)CCC(=O)Nc1ccccn1 ?
Xi reactivation: 0.0; ERAP1 inh: -4; GSIS activator: -14; RAD54 branch: -2; esBAF inh: 4; RAD52 inh: -11; CFTR F508del cor: -1.7; ARNT-TACC3 inh: 8

How did COCC(=O)N1CC[C@@H]2[C@H](CO)Nc3ccc(-c4cccc(C#N)c4)cc3[C@@H]21 do in these assays?
Xi reactivation: 0.5; ERAP1 inh: 2; GSIS activator: 11; RAD54 branch: 3; esBAF inh: 5; RAD52 inh: -21; CFTR F508del cor: -0.7; ARNT-TACC3 inh: -7

What do the screens show for `Cc1nn(CC(=O)N(C)Cc2ccccc2)c(=O)c2cccn12`?
Xi reactivation: 0.0; ERAP1 inh: -5; GSIS activator: 4; RAD54 branch: 5; esBAF inh: 12; RAD52 inh: -6; CFTR F508del cor: -2.4; ARNT-TACC3 inh: -14

What do the screens show for `O=[N+]([O-])c1ccc(/C=C/c2nc3ccc([N+](=O)[O-])cc3[nH]2)cc1`?
Xi reactivation: 0.1; ERAP1 inh: -1; GSIS activator: -10; RAD52 inh: -36; CFTR F508del cor: -1.1; ARNT-TACC3 inh: -3

Results for Cc1ccc(S(=O)(=O)N(C)CC(=O)NCCCn2ccnc2)cc1 ?
Xi reactivation: 0.9; ERAP1 inh: 0; GSIS activator: 11; RAD54 branch: -12; esBAF inh: -7; RAD52 inh: -21; CFTR F508del cor: -2.0; ARNT-TACC3 inh: 6

Results for COc1cccc(-c2nnc(NC(C)=O)o2)c1 ?
Xi reactivation: 0.0; ERAP1 inh: 4; RAD54 branch: -1; esBAF inh: -3; RAD52 inh: -2; CFTR F508del cor: -5.8; ARNT-TACC3 inh: 5

What do the screens show for `Cc1noc(C(C)C)c1C(=O)Nc1ccc(-c2nnc3n2CCCCC3)cc1`?
Xi reactivation: 0.1; ERAP1 inh: 0; RAD54 branch: 1; esBAF inh: -7; RAD52 inh: -3; CFTR F508del cor: 1.2; ARNT-TACC3 inh: -4

What do the screens show for `COc1ccc(CN2C[C@@H](C)[C@H](OC)CN(C)C(=O)c3cc(NC(C)=O)ccc3OC[C@@H]2C)cc1`?
Xi reactivation: 0.1; ERAP1 inh: 2; GSIS activator: -2; RAD54 branch: 4; esBAF inh: 1; RAD52 inh: -4; CFTR F508del cor: 1.0; ARNT-TACC3 inh: -7

Results for C/C=C/c1ccc2c(c1)O[C@H](CN(C)C(=O)CC)[C@H](C)CN([C@H](C)CO)S2(=O)=O ?
Xi reactivation: -1.1; ERAP1 inh: 0; GSIS activator: 1; RAD54 branch: 3; esBAF inh: 3; RAD52 inh: 0; CFTR F508del cor: 0.9; ARNT-TACC3 inh: -4

How did COC(=O)C1=C(C)NC(C)=C(C(=O)OC)C1C(=O)OCCN1C(=O)c2ccccc2C1=O do in these assays?
Xi reactivation: 0.0; ERAP1 inh: 3; GSIS activator: 9&11; RAD54 branch: -1&5; esBAF inh: -2; RAD52 inh: -10; CFTR F508del cor: 5.2; ARNT-TACC3 inh: -1&-1

Results for CCc1ccc2c(c1)NC(=O)C2(C)Cc1ccc(Cl)cc1 (configuration not stated) ?
Xi reactivation: 0.0; ERAP1 inh: 3; RAD54 branch: 1; esBAF inh: -3; RAD52 inh: 5; CFTR F508del cor: -4.4

What do the screens show for `O=[N+]([O-])c1cccc(S(=O)(=O)Nc2cccc(-c3ccc(N4CCCC4)nn3)c2)c1`?
Xi reactivation: 0.1; ERAP1 inh: 1; GSIS activator: 1; RAD54 branch: 1; esBAF inh: 18; RAD52 inh: 6; CFTR F508del cor: 3.8; ARNT-TACC3 inh: 4

Results for C[C@@H]1CN([C@H](C)CO)C(=O)Cc2cc(NS(=O)(=O)c3ccc(Cl)cc3)ccc2O[C@@H]1CN(C)Cc1ccccc1 ?
Xi reactivation: 0.1; ERAP1 inh: 1; GSIS activator: -7; RAD54 branch: -9; esBAF inh: 0; RAD52 inh: 6; CFTR F508del cor: -0.3; ARNT-TACC3 inh: 10

How did O=c1[nH]c(CO)nc2c1oc1ccccc12 do in these assays?
GSIS activator: -3; RAD54 branch: -5; esBAF inh: -8; ARNT-TACC3 inh: 18

Results for C[C@@H]1CCCCO[C@@H](CN(C)C(=O)NC2CCCCC2)[C@@H](C)CN([C@@H](C)CO)C(=O)c2cc(NC(=O)NC3CCCCC3)ccc2O1 ?
Xi reactivation: 0.1; ERAP1 inh: 2; GSIS activator: -18; RAD54 branch: 6; esBAF inh: 3; RAD52 inh: -23; CFTR F508del cor: -1.1; ARNT-TACC3 inh: -9

Results for O=C(Nc1cccc(C(F)(F)F)c1)C1CCCCC1 ?
GSIS activator: -3; RAD54 branch: 9; esBAF inh: -4; ARNT-TACC3 inh: -5

Results for CCCN1CCN(S(=O)(=O)c2cc3c(cc2C)NC(=O)CO3)CC1 ?
Xi reactivation: 0.0; ERAP1 inh: 5; GSIS activator: 9; RAD54 branch: 3; esBAF inh: -8; RAD52 inh: -12; CFTR F508del cor: -3.8; ARNT-TACC3 inh: -1

How did OCCN1CCN(c2ncnc3sc4c(c23)CCCC4)CC1 do in these assays?
Xi reactivation: 0.1; ERAP1 inh: 1; GSIS activator: 6; RAD54 branch: -10; esBAF inh: -4; RAD52 inh: 6; CFTR F508del cor: -7.1; ARNT-TACC3 inh: -5

How did COc1ccc(NS(=O)(=O)c2cccc(C(=O)NNC(=O)CNC(=O)c3cccc(C)c3)c2)cc1 do in these assays?
Xi reactivation: 0.1; ERAP1 inh: 0; GSIS activator: -11; RAD54 branch: 6; esBAF inh: -9; RAD52 inh: -6; CFTR F508del cor: -2.2; ARNT-TACC3 inh: -5

Results for C[C@H]1CCCCO[C@H](CN(C)Cc2ccccc2)[C@@H](C)CN([C@@H](C)CO)C(=O)c2cc(NS(C)(=O)=O)ccc2O1 ?
Xi reactivation: -1.2; ERAP1 inh: -2; GSIS activator: -1; RAD54 branch: 5; esBAF inh: 1; RAD52 inh: 4; CFTR F508del cor: 1.0; ARNT-TACC3 inh: 2

How did COc1ccccc1CNC(=O)CN1C(=O)NC2(CCCC2)C1=O do in these assays?
Xi reactivation: 1.0; ERAP1 inh: 0; GSIS activator: 12; RAD54 branch: -1; esBAF inh: 3; RAD52 inh: -10; CFTR F508del cor: 0.4; ARNT-TACC3 inh: -6

Results for Cn1c(CS(=O)Cc2c(Cl)cccc2Cl)nnc1SCc1c(Cl)cccc1Cl (configuration not stated) ?
ERAP1 inh: -1; GSIS activator: -23; RAD54 branch: -7; esBAF inh: -4; RAD52 inh: -7; CFTR F508del cor: -1.8; ARNT-TACC3 inh: -7
